Screening results (PubChem BioAssay)
Wnt act – activates Wnt/beta-catenin signaling in a reporter cell assay; activator, plate reader; activation, % at 9.35 µM; 300,000 compounds, 1.2% hits; AID 743398; in the data active = activation above about 30%, passing the limit was not always enough; inconclusive = no clear call, values can overlap the other calls;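 also: 0% = neutral control wells and 100% = positive control wells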
dFosB act – activators of mouse delta FosB homodimer; P13346; activation, % at 25 µM; 340,000 compounds, 0.99% hits; purified delta FosB, TAMRA-CDK5 oligo fluorescence polarization; percent of positive-control signal above neutral wells;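 active = mean activation above about 17%, with every replicate also reaching it, limit read from the data, passing the limit was not always enough; inconclusive = only one of the two conditions met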;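 also: fluorescence polarization rise as delta FosB binds a TAMRA Cdk5 AP-1 oligo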
Target sequence (P13346 whole entry, looked up): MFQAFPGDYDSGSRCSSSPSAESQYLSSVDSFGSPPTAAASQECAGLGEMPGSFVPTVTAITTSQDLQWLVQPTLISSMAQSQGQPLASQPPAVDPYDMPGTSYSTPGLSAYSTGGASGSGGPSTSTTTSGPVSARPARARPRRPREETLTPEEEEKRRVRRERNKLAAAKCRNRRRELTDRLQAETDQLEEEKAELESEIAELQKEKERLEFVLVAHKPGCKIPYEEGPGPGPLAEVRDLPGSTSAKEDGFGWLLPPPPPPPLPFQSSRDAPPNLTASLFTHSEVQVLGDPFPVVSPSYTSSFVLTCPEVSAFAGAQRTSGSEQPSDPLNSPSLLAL
Rtt109 HAT inh – C. albicans Rtt109 histone acetyltransferase inhibition; Q5AAJ8; purified Rtt109/Vps75, ThioGlo CoA-SH fluorescence, 4 h; inhibition, % at 34.9 µM; 330,000 compounds, 0.16% hits; AID 540336;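 active = inhibition of at least 50% in every replicate; inconclusive = best replicate reaches 50% inhibition but some replicates fall short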
CDK5 p35 inh – inhibitors of human CDK5/p35 kinase. 330,000 compounds, 0.01% hits. AID 488839. inhibition, % at 10 µM. Recombinant CDK5/p35, ADP-Glo luminescence, 60 min;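 active = highest replicate inhibition of at least 50% and at least 75% of replicates reaching 50%; inconclusive = only one of the two criteria met; inactive = both criteria failed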;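 also: plate controls were DMSO neutral control for no effect and GW8510 at 10 µM for full effect; many of its hits are not listed in these tables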
Target sequence (Q00535 whole entry, looked up): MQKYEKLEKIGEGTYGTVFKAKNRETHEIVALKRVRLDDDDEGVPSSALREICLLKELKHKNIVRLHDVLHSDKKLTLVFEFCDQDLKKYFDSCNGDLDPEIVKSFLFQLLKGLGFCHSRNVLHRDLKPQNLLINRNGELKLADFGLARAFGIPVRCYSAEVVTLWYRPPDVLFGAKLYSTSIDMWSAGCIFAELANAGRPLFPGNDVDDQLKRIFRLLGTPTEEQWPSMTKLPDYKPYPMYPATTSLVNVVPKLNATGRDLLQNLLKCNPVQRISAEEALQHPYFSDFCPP
Target sequence (Q15078 whole entry, looked up): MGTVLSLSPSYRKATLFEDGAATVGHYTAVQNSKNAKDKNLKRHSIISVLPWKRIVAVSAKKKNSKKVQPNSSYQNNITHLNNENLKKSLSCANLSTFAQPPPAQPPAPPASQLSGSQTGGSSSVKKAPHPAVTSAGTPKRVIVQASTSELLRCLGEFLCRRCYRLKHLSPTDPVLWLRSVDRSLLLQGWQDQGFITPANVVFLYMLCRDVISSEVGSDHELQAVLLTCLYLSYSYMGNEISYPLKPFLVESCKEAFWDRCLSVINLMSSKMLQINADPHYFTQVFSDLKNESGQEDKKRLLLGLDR
CAL PDZ FP-1 – blocks peptide binding to human CAL PDZ domain. Q9HD26. purified CAL PDZ, TMR-peptide fluorescence polarization, 1 h. inhibition, % at 20 µM. 330,000 compounds, 0.02% hits. AID 504414;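 active = highest replicate inhibition of at least 40%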;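 also: plate controls were DMSO neutral control wells for no effect and unlabeled competitor peptide control wells for full effect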
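material = purified tagged CAL PDZ domain construct (CerCALP) | buffer or medium = sodium phosphate/NaCl buffer pH 7.4 with TCEP, IgG, Thesit | reagent = TMR-labelled reporter peptide T*-PRC34 bound in PDZ groove | incubation = 1 h room-temperature incubation prior to read | measured by = fluorescence polarization (mP) | evaluation = percent inhibition from loss of millipolarization | control set = unlabelled peptide and DMSO controls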
MITF TRPM1 HTS – activators of MITF-driven TRPM1 promoter activity in SK-MEL-5 cells | AID 588334 | SK-MEL-5 TRPM1-promoter luciferase, 24 h; % of positive control, neutral wells = 0 | 300,000 compounds, 0.75% hits | activation, % at 12.5 µM;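 active = mean activation of at least 80% with every replicate also reaching 80%; inconclusive = mean reaches 80% but some replicate falls short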;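 also: 0% = neutral control wells and 100% = parthenolide positive control wells; values of inactives mirror those of a sister screen read the other way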
Tat export inh – blocks Tat-dependent protein export in E. coli; E. coli MC4100 TorA-mCherry Tat export, fluorescence; 340,000 compounds, 0.036% hits; inhibition, % at 10 µM; AID 488895;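 active = mean replicate inhibition at least 50% and at least half of replicates individually reaching 50%; inconclusive = only one of the two criteria met; inactive = neither criterion met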;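 also: exported cargo escapes ClpAP degradation while cytoplasmic cargo is degraded and loses fluorescence; 0% = median of neutral control wells and 100% = median of NaSCN control wells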
V-ATPase pHluor – yeast V-ATPase proton transport regulation by pHLuorin; S. cerevisiae, pHLuorin cytosolic pH fluorescence; response, % at 10 µM; 350,000 compounds, 0.37% hits; AID 504577; in the data active = response mostly above about 7.3%, no sharp cut-off; inactive = mostly below about 5.4%; also: actives read high; inactives centre near 0; some compounds called inactive have numbers as strong as hits
CAL PDZ FP-2 – blocks peptide binding to the human CAL PDZ domain; purified CAL PDZ, TMR-peptide fluorescence polarization, 1 h; inhibition, % at 24.9 µM; 300,000 compounds, 0.92% hits; AID 602252;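 active = mean inhibition of at least 30% with at least half of replicates also reaching 30%; inconclusive = no clear call, values can overlap the other calls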;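 also: 0% = DMSO neutral control and 100% = excess unlabeled competitor peptide PRC23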
RTF Ca sens act – cardiac RTF calcium sensitization. activation, % at 7.2 µM. IANBD-labeled TnC RTF fluorescence at EC20 calcium; 0% EC20 calcium, 100% full calcium. AID 493008. 340,000 compounds, 0.24% hits. P19429+P45379;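 active = activation above the mean over all tested compounds plus 3 SD, cut at about 30% in these data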;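 also: rise in fluorescence read as greater calcium sensitivity of cardiac thin filaments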
* hit, by the source's call; ? = inconclusive; . = no result given.

1) CCCCOc1ccc(CSC(=N)N)cc1Cl
2) CCOC(=O)c1[nH]c(C)c(C(=O)N2CCN(c3ccc(F)cc3)CC2)c1C
3) O=C(COC(=O)/C=C/c1cc(Br)ccc1F)NC1CC1
4) CCCCn1c(=NC(=O)c2ccco2)c(C(=O)OCC)cc2c(=O)n3cccc(C)c3nc21
5) Cc1cc(C=O)c(C)n1-c1ccc(N2CCCCC2)c([N+](=O)[O-])c1
6) C=CC[C@@H](CC(=O)N(CCO)Cc1ccccc1)C(=O)N[C@H](COC(=O)[C@@H](CC=C)CC(=O)OC(C)(C)C)C(C)(C)C
7) CCOC(=O)N1CCC(NCCNC(=O)c2ccc(Cl)cc2)CC1
8) Nc1ccc2c(c1)CC(=O)c1ccccc1S2

entry no. | 1 | 2 | 3 | 4 | 5 | 6 | 7 | 8
Wnt act | -2 | -4 | -4 | 3 | . | 0 | -3 | -2
dFosB act | -66 | -8 | 11 | -11 | 8 | -20 | 2 | -3
Rtt109 HAT inh | 24 | 4 | 3 | -50 | -25 | 3 | -5 | 0
CDK5 p35 inh | 0.1 | 0.4 | 0.7 | 2.0 | 1.6 | 0.8 | 0.3 | -1.8
CAL PDZ FP-1 | -0.8 | -0.6 | -1.0 | -0.2 | -0.2 | 0.7 | -1.1 | 0.8
MITF TRPM1 HTS | . | -1 | 9 | 6 | -11 | 9 | 7 | 10
Tat export inh | -1 | 3 | -7 | 8 | 10 | 10 | 4 | -4
V-ATPase pHluor | -2 | 5 | 0 | 2 | 6 | 4 | 5 | 5
CAL PDZ FP-2 | 2 | 1 | . | -7 | -2 | 0 | 0 | -1
RTF Ca sens act | -4 | 0 | 4 | 4 | 5 | -3 | -1 | 6

9) CCCCCC(=O)NC(Nc1ccc(S(N)(=O)=O)cc1)C(Cl)(Cl)Cl (stereo unspecified)
10) O=[N+]([O-])c1ccc(N2CCN(c3ccccc3O)CC2)cc1
11) O=C1NCCN(Cc2cccc(Oc3ccccc3)c2)C1CC(=O)N1CCCCC1 (stereo unspecified)
12) COc1ccc(/C=C/C(=O)NCc2ccc(F)cc2)cc1S(=O)(=O)N1CCOCC1
13) O=C(Cn1cc(S(=O)(=O)N2CCCC2)c(S(=O)(=O)N2CCCC2)c1)NCc1ccco1
14) CC/C(=N/Nc1cccc(Cl)c1)c1cnnc(SC)n1
15) O=C(Cn1cnc2scc(-c3ccc(F)cc3)c2c1=O)N1CCOCC1
16) CCOC(=O)C(C(=O)c1ccccc1)C1CC(C)NC(=S)N1 (stereo unspecified)

entry no. | 9 | 10 | 11 | 12 | 13 | 14 | 15 | 16
Wnt act | -7 | 3 | 1 | -4 | -2 | -1 | -6 | 9
dFosB act | 1 | -1 | -6 | -8 | 3 | -12 | 6 | -1
Rtt109 HAT inh | 41 | -9 | 1 | 2 | -5 | 3 | 1 | 6
CDK5 p35 inh | 0.3 | -0.3 | -0.1 | 0.1 | 0.4 | -1.5 | 0.2 | -0.3
CAL PDZ FP-1 | -2.2 | 0.6 | -2.6 | 0.1 | -2.4 | 0.7 | -1.3 | -2.3
MITF TRPM1 HTS | 7 | 11 | -5 | 13 | -1 | 7 | -3 | -3
Tat export inh | 0 | -1 | 4 | -3 | -4 | -1 | -4 | 2
V-ATPase pHluor | 1 | 0 | -2 | -4 | -6 | -1 | -6 | 2
CAL PDZ FP-2 | -1 | . | -4 | -4 | 3 | 0 | -4 | 0
RTF Ca sens act | -5 | -1 | -2 | -2 | 0 | 2 | 10 | 0

17) CCOc1ccc(CNC(=O)CN2C(=O)C(c3ccccc3)Oc3cccnc32)cc1 (stereo unspecified)
18) CCCCn1nc(C(=O)OCC(=O)Nc2sccc2C(N)=O)c2ccccc2c1=O
19) CN(CC(=O)Nc1ccccc1C(F)(F)F)C(=O)CC1OC(=O)c2ccccc21 (stereo unspecified)
20) COc1ccc(NC(=S)N(Cc2ccc(C)cc2)Cc2ccccn2)cc1
21) CCCCC1CCC(C(=O)OCC(=O)Nc2ccc(S(N)(=O)=O)cc2)CC1 (stereo unspecified)
22) COC(=O)c1cc(CNC(=O)c2ccc(N3CCCC3)c([N+](=O)[O-])c2)ccc1OC
23) CCOc1ccccc1C(=O)N[C@H](C(=O)Nc1ccc(OC)c(S(=O)(=O)N2CCOCC2)c1)C(C)C
24) CCCc1nnc(NS(=O)(=O)c2ccccc2)s1

entry no. | 17 | 18 | 19 | 20 | 21 | 22 | 23 | 24
Wnt act | 2 | -2 | -2 | 4 | -1 | -1 | 0 | -1
dFosB act | -7 | -7 | -2 | 0 | -5 | -3 | -9 | 4
Rtt109 HAT inh | -3 | 8 | 3 | -1 | 0 | -2 | 27 | -9
CDK5 p35 inh | -0.5 | -0.7 | 0.7 | 1.5 | . | -4.1 | 0.9 | 1.0
CAL PDZ FP-1 | -0.5 | -2.9 | -1.2 | -1.1 | 0.3 | -3.0 | -0.7 | 1.3
MITF TRPM1 HTS | -8 | -7 | -16 | -2 | 5 | -9 | -13 | -7
Tat export inh | 0 | 4 | -1 | 0 | 7 | -8 | -4 | 4
V-ATPase pHluor | 3 | -3 | -3 | -2 | -3 | 3 | -3 | 5
CAL PDZ FP-2 | . | 7 | -4 | -2 | 1 | -2 | 6 | -1
RTF Ca sens act | 2 | -3 | -6 | 6 | -3 | -1 | -2 | -5

25) CN1CCC(NCCC(c2ccc(F)cc2)c2ccc(Cl)cc2)CC1 (stereo unspecified)
26) COc1ccc(OC)c2c1C(=O)C(Cl)=C(Cl)C2=O
27) Cc1nn(CC(=O)NCCc2ccc(Cl)cc2)c(=O)c2cccn12
28) O=C(CSc1nc2ccccc2c(=O)[nH]1)Nc1ccccc1N1CCOCC1
29) O=C1C(=O)N(c2cccc(Cl)c2)C(c2ccccc2[N+](=O)[O-])/C1=C(\O)c1ccccc1 (stereo unspecified)
30) Clc1nc(NC2CCCC2)nc(N2CCOCC2)n1
31) CN1/C(=C\C=C(C#N)C#N)C(C)(C)c2ccccc21
32) COc1cc2c(cc1OC)C(C)N(C(=O)Nc1ccccc1)CC2 (stereo unspecified)

entry no. | 25 | 26 | 27 | 28 | 29 | 30 | 31 | 32
Wnt act | -2 | -13 | 0 | 8 | 4 | 1 | -36 | 1
dFosB act | -37 | -7 | -5 | -9 | -12 | 2 | 113* | -7
Rtt109 HAT inh | 1 | -6 | -6 | 8 | 12 | -6 | 10 | -6
CDK5 p35 inh | 1.3 | 0.9 | 0.7 | 0.1 | -0.9 | 0.5 | -0.1 | 0.2
CAL PDZ FP-1 | -0.5 | 0.5 | -2.0 | -1.1 | -3.9 | . | -1.1 | -1.1
MITF TRPM1 HTS | -80 | . | -8 | -11 | -10 | -5 | 6 | -27
Tat export inh | 3 | -6 | -1 | -2 | 7 | 2 | -11 | 3
V-ATPase pHluor | 0 | 5 | -2 | -3 | 1 | 0 | 5 | 4
CAL PDZ FP-2 | 19 | . | -1 | -2 | . | -3 | -4 | -4
RTF Ca sens act | 0 | 0 | 7 | 2 | 1 | -2 | 1 | 4

33) COc1ccc2oc(=N)c(-c3nnc4n3CCCCC4)cc2c1
34) CCCOc1cccc(C2C(C(=O)c3cccs3)=C(O)C(=O)N2CCN2CCOCC2)c1 (stereo unspecified)
35) CCn1c(C)c(CS(=O)(=O)c2ccccc2)[nH]c1=O
36) CC(NC(=O)CCCCCNC(=O)N1CCn2c1nc1ccccc12)c1ccccc1 (stereo unspecified)
37) COC(=O)Cc1ccc(NC(=O)c2ccc3c(c2)C(=O)N(CC2CCCO2)C3=O)cc1 (stereo unspecified)
38) COc1cc(-c2nnc(-c3ccccc3)o2)cc(OC)c1OC
39) CCN1CCN(C(=O)c2ccc(COc3cccc(Cl)c3)o2)CC1
40) Cc1ccccc1-c1nc(CS(=O)(=O)CC(=O)NCCN2CCOCC2)c(C)o1

entry no. | 33 | 34 | 35 | 36 | 37 | 38 | 39 | 40
Wnt act | . | 0 | -1 | 0 | -1 | 9 | 13 | -3
dFosB act | 3 | -8 | -7 | -3 | 0 | -36 | -7 | -3
Rtt109 HAT inh | . | -5 | 119* | 8 | 7 | 11 | 2 | -1
CDK5 p35 inh | -1.2 | 1.0 | -0.1 | -0.8 | -1.5 | 3.0 | -0.7 | -1.1
CAL PDZ FP-1 | -1.0 | -0.4 | -0.6 | -0.6 | -1.9 | -4.7 | -3.3 | -0.2
MITF TRPM1 HTS | . | 5 | 0 | -11 | -2 | 10 | 11 | .
Tat export inh | -4 | 22 | 2 | 7 | -8 | -5 | 7 | 4
V-ATPase pHluor | 1 | 1 | 1 | -7 | -3 | -5 | -1 | -4
CAL PDZ FP-2 | -1 | -3 | 1 | 8 | 0 | -2 | -5 | .
RTF Ca sens act | 0 | -5 | 1 | -3 | 1 | 6 | -2 | -1

41) CC(=O)c1ccc(NC(=O)c2cccs2)cc1
42) Cc1cc(-c2onc(C)c2C(=O)Oc2ccc(Cl)cc2)no1
43) O=C(NCCc1ccccc1)/C(=N\O)c1ccccc1
44) O=C(Nc1cccs1)Nc1c(F)cc(F)cc1Br
45) COc1ccc(N2CCN(CC(O)COc3ccc(C)c(C)c3)CC2)cc1 (stereo unspecified)
46) CC(=O)c1cc(C)ccc1OC(=O)CCN1C(=O)C2C3c4ccccc4C(c4ccccc43)C2C1=O (stereo unspecified)
47) N#Cc1nc(Cc2cccc3ccccc23)oc1N1CCCCC1

entry no. | 41 | 42 | 43 | 44 | 45 | 46 | 47
Wnt act | 15 | -5 | . | -3 | -2 | . | .
dFosB act | -8 | -15 | 3 | -2 | -4 | 15 | -2
Rtt109 HAT inh | 5 | 14 | -16 | 4 | 1 | -17 | 7
CDK5 p35 inh | -0.1 | 0.1 | -0.6 | -2.1 | -1.8 | -6.2 | 2.7
CAL PDZ FP-1 | -2.6 | 0.0 | -1.9 | -0.2 | 1.0 | -0.1 | 0.0
MITF TRPM1 HTS | 58 | 5 | ? | -9 | -13 | -3 | -3
Tat export inh | -7 | 2 | -9 | 4 | 6 | 0 | -3
V-ATPase pHluor | -3 | -1 | 0 | -3 | 0 | -3 | 4
CAL PDZ FP-2 | . | -8 | 1 | -3 | 1 | . | -2
RTF Ca sens act | 4 | 5 | -1 | -4 | -1 | -1 | -3
